High-throughput results: PubChem, National Center for Advancing Translational Sciences (NCATS)
D2 antag: D2 dopamine receptor (human) antagonism; AID 485344; inhibition, % at 10 µM; HEK293 TREx D2 cells, calcium flux, dopamine EC80; P14416; 340,000 tested, 2% active; in the data active = inhibition above about 30%; also: 0% is about no effect
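Cells plated overnight at 30 C with tetracycline; no-wash calcium dye, 30–90 min RT; 10 s baseline; compound pinned; 180 s read; EC80 dopamine added; another 180 s read.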
D2 PAM: positive allosteric modulators of human D2 dopamine receptor; 340,000 tested, 0.34% active; AID 485347; P14416; potentiation, % at 10 µM; HEK293 T-REx D2, calcium flux, EC20 dopamine potentiation;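 active = potentiation over 3 SD above the plate norm, cut at about 30% in these data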; also: 0% is about no effect
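Primary screen. Calcium kinetics in induced HEK293 T-REx D2 cells: compound pre-addition 180 s, EC20 dopamine, 180 s more.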
TRHR agonist: activates the human TRH receptor | 360,000 tested, 0.18% active | AID 493084 | activation, % at 2 µM | P34981 | TRHR cells, calcium flux fluo-8, FDSS agonist mode; also: 0% is about no effect
Target sequence (P34981 whole entry, looked up): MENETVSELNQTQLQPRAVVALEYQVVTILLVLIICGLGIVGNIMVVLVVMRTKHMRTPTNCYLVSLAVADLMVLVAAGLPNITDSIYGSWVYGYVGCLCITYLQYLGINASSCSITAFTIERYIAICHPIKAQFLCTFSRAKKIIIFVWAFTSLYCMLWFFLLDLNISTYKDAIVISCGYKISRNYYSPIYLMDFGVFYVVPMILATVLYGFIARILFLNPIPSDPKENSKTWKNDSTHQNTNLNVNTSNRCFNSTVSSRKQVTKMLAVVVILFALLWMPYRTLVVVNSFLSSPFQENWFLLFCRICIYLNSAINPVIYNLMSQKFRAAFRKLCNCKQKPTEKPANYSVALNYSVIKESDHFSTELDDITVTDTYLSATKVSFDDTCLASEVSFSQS
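TRHR-expressing cells loaded with fluo-8 calcium dye; 23 nL library compound pin-transferred, kinetic FDSS fluorescence (Ex 480/Em 530) recorded about 180 s for agonist-induced calcium release, before a 10 nM TRH EC20 addition for potentiator mode.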
D2 agonist: agonists of human D2 dopamine receptor; AID 485358; HEK293 T-REx D2 cells, calcium flux agonist mode; activation, % at 2 µM; 340,000 tested, 0.53% active;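 active = activation over 3 SD above normal in the single-dose calcium agonist read, cut at about 30% in these data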; also: 0% is about no effect
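Tetracycline-induced HEK293 Trex cells with D2 receptor force-coupled to calcium signaling, plated overnight at 30 C and loaded with no-wash calcium dye. Calcium flux read kinetically for 180 s after compound addition; responses flag agonists.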
TRHR enhancer: allosterically enhances the human TRH receptor | P34981 | TRHR cells, fluo-8 calcium fluorescence, EC20 TRH enhancement | enhancement, % at 2 µM | 360,000 tested, 0.66% active | AID 493056; in the data active = enhancement above about 30%; also: 0% is about no effect
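TRHR-expressing cells loaded with fluo-8 calcium dye were read kinetically (ex 480/em 530) during compound addition, then stimulated with an EC20 of TRH (10 nM final). Enhancement of the Gq-mediated intracellular calcium response was scored.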
D1 antagonist: antagonists of human D1 dopamine receptor. P21728. 360,000 tested, 3.2% active. HEK293 TREx D1 cells, calcium flux, dopamine EC80; hits give low values. activity change, negative = inhibition, % at 10 µM; in the data active = activity change below about -30%; also: % is scaled to controls: 0 for no effect and ±100 for the full control effect
Target sequence (P21728 whole entry, looked up): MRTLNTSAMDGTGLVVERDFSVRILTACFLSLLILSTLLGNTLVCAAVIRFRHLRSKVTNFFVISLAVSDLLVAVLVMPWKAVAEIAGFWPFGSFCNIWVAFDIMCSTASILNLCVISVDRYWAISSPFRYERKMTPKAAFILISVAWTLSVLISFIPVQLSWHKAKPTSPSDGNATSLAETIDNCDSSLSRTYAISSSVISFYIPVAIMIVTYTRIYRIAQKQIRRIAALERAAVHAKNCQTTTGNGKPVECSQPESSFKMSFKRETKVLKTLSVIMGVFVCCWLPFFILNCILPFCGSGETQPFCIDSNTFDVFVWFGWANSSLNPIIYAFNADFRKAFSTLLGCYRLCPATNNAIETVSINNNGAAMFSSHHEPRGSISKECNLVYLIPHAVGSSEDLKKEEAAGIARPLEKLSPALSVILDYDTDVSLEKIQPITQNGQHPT
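Tetracycline-induced HEK293 Trex D1 cells, force-coupled to calcium, dye-loaded; compounds added and read 180 s, then EC80 dopamine added and calcium flux tracked kinetically another 180 s.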
D1 PAM: human D1 dopamine receptor positive modulation. potentiation, % at 10 µM. HEK293 TREx D1 cells, calcium flux, dopamine EC20 potentiation. AID 504651. P21728. 360,000 tested, 0.036% active; in the data active = potentiation above about 30%; also: 0% is about no effect
RXFP1 antag: RXFP1 (human) relaxin receptor antagonism | Q9HBX9 | HEK293-RXFP1, relaxin-stimulated cAMP HTRF, 30 min; hits give low values | activity change, negative = inhibition, % at 57.5 µM | 350,000 tested, 0.59% active | AID 1259400;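 active = activity change of -60% or lower, but not beyond a set lower limit; inconclusive = change between -60% and -40%, or beyond the set limit; inactive = change above -40%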; also: % is scaled to controls: 0 for no effect and ±100 for the full control effect
D1 agonist: agonists of human D1 dopamine receptor | P21728 | HEK293 T-REx D1 cells, calcium flux, agonist mode | activation, % at 2 µM | 360,000 tested, 1% active; also: 0% is about no effect
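Tetracycline-induced HEK293 TREx D1 cells, force-coupled to calcium signalling, were dye-loaded with a no-wash calcium kit. Compound was pin-added after a 10 s baseline. Fluorescence was read kinetically at 1 cycle/s for 180 s, with calcium rises flagged as agonism.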
An asterisk follows results filed as active; ? = inconclusive; . = not tested or not shown; & = joins results of further samples. Rule as the data show it, unless noted: active = activation above about 30%; inactive = the rest.

The line under a structure holds: D2 antag	D2 PAM	TRHR agonist	D2 agonist	TRHR enhancer	D1 antagonist	D1 PAM	RXFP1 antag	D1 agonist
1) O=C(NCC(c1ccco1)N1CCc2ccccc2C1)c1ccc(Cl)c([N+](=O)[O-])c1 (stereo not drawn)
    12	-3	-0.3	0.3	0	-10	-5	-31	1
2) CSc1ccccc1NS(=O)(=O)c1ccc2c(c1)OCCO2
    -1	-3	-0.7	-0.1	0	3	4	2	0
3) CC(=O)Nc1c(C)nn(-c2ccccc2)c1N1CCC(C(=O)NCc2ccc(Cl)cc2)CC1
    .	6	-0.1	3.4	-4	4	2	-19	1
4) COc1ccc(NC(=O)CSCC(=O)Nc2cccc(S(=O)(=O)N3CCCCCC3)c2)cc1
    -4	7	0.8	0.9	5	-12	-2	-9	2
5) CCOc1ccccc1NS(=O)(=O)c1csc(C(N)=O)c1
    -3	1	-1.4	0.3	7	1	-6	-9	3
6) CCCS(=O)(=O)Nc1c(C(=O)O)[nH]c2ccc(OC)cc12
    -1	9	0.6	-0.9	0	-5	0	-10	0
7) CN(C)CC(O)CN(c1ccccc1)c1ccccc1 (stereo not drawn)
    6	4	0.4	-0.4	-1	5	-4	-17	6
8) COC(c1ccccc1)c1nnc(CCC(=O)N(C)C(C2CC2)C2CC2)o1 (stereo not drawn)
    4	9	2.8	0.3	1	4	-2	1	2
9) COc1cccc(-c2nc(CS(=O)(=O)CC(=O)N3CCc4ccccc4C3)c(C)o2)c1
    28	3	-0.6	0.9	-6	-9	-4	-13	-2
10) CC(C)OCCCn1c(=O)c2ccccc2n2c(CCC(=O)O)nnc12
    -12	-22	-0.5	-1.3	3	-5	8	6	6

The line under a structure holds: D2 antag	D2 PAM	TRHR agonist	D2 agonist	TRHR enhancer	D1 antagonist	D1 PAM	RXFP1 antag	D1 agonist
11) O=c1[nH]c2cc3c(cc2cc1CN(Cc1ccc2c(c1)OCO2)Cc1nnnn1CC1CCCO1)OCO3 (stereo not drawn)
    8	-14	-0.3	-0.2	-1	-17	-6	31	1
12) COCCNc1nc2c(c(=O)n(Cc3ccccc3F)c(=O)n2C)n1C
    -4	2	0.1	2.2	2	18	0	10	-2
13) N#Cc1ccc(NC(=O)CN2C(=O)NC(Cc3ccccc3)C2=O)cc1 (stereo not drawn)
    10	-3	-0.6	0.1	3	-4	-4	11	4
14) COc1ccc(C(C(=O)NC2CCCCC2)N(C(=O)c2csnn2)C2CC2)cc1 (stereo not drawn)
    9	-5	-0.5	0.4	-3	-2	.	-8	5
15) CCN(CC(=O)Nc1ccc(NC(C)=O)cc1)C(=O)C1CC(=O)N(CCc2ccc(OC)c(OC)c2)C1 (stereo not drawn)
    -13	-2	0.3	-0.9	-2	-5	-8	-12	1
16) O=S(=O)(Nc1cc(Cl)ccc1-n1cncn1)c1cc(Br)ccc1Br
    13	-2	1.3	4.3	-5	-33*	-10	6	21
17) COCCN1CCc2c(C)nc3c(-c4ccc(OC)c(OC)c4)cnn3c21
    -4	0	-0.9	-0.6	2	8	2	-5	0
18) COc1ccccc1CNC(=O)c1c(-c2ccccc2)nn(-c2ccccc2)c1C
    23	5	-0.3	0.6	-12	-22	-7	6	3
19) CSCCC(NC(=O)c1ccccc1Br)C(=O)N1CCN(C(C)=O)CC1 (stereo not drawn)
    1	0	0.1	0.0	-1	-3	4	5	1
20) OCc1ccc(-c2nn(Cc3ccccc3)c3ccccc23)o1
    .	15	-1.3	.	6	16	-4	.	0

The line under a structure holds: D2 antag	D2 PAM	TRHR agonist	D2 agonist	TRHR enhancer	D1 antagonist	D1 PAM	RXFP1 antag	D1 agonist
21) CCc1cccc(NC(=O)CCc2nc3cccnc3n2Cc2ccc(OC)cc2)c1
    .	-7	0.5	0.7	-9	1	-3	-11	7
22) COCCCNC(=S)NC(=O)c1ccc(C)cc1
    -6	1	0.2	-0.5	5	4	1	-1	1
23) COc1ccc(N2C(=O)CC(Sc3ncn[nH]3)C2=O)c(OC)c1 (stereo not drawn)
    -12	-5	-1.7	0.4	2	-7	-1	17	2
24) COc1cc(NCCCC(C)N)c2ncccc2c1 (stereo not drawn)
    2	9	-2.2	-3.0	4	4	-6	-2	3
25) Cc1ccc(N2CC(C(=O)Nc3nc4ccc(S(C)(=O)=O)cc4s3)CC2=O)cc1C (stereo not drawn)
    -2	14	-0.1	0.3	-3	4	-3	-6	1
26) Cc1cccc(CNC(=O)c2cc(S(=O)(=O)N3CCOCC3)cn2C)c1
    .	.	0.0	.	4	-4	1	?	1
27) CCN(CC)C(=O)c1c[nH]c2ccc(S(=O)(=O)Nc3cc(C)cc(C)c3)cc2c1=O
    22	9	0.4	2.9	-4	-20	0	6	3
28) c1ccc(N2CCN(c3nc4cc5c(cc4s3)OCO5)CC2)cc1
    -13	-13	0.0	5.5	-10	-3	-2	-7	2
29) CC(C)CNc1nc(NC(C)(C)C)nc(Oc2ccc(=O)n(-c3ccccc3)n2)n1
    .	-2	-1.2	0.1	3	16	1	?	0
30) CCNc1nc(Oc2ccc(C#N)cc2)cc(C(F)(F)F)n1
    -1	0	-1.1	0.7	2	-6	-2	-13	3

Shown as a hit in D1 antagonist, of those listed so far:
No.	structure	D2 antag	D2 PAM	TRHR agonist	TRHR enhancer	D1 antagonist	D1 PAM	RXFP1 antag	D1 agonist
16	O=S(=O)(Nc1cc(Cl)ccc1-n1cncn1)c1cc(Br)ccc1Br	13	-2	1.3	-5	-33*	-10	6	21

Next entries.
The line under a structure holds: D2 antag	D2 PAM	TRHR agonist	D2 agonist	TRHR enhancer	D1 antagonist	D1 PAM	RXFP1 antag	D1 agonist
31) COc1ccc(C)cc1NC(=O)c1ccc2c(c1)OCO2
    -22	1	-0.2	0.2	1	3	-4	3	3
32) COc1ccc2c(c1)C(SCC(=O)NCCc1ccc(Cl)cc1)CC(C)(C)O2 (stereo not drawn)
    -28	-6	0.1	0.1	-3	-7	-5	.	-2
33) COC(=O)c1ccccc1NC(=O)Nc1nnc(N2CCC(C)CC2)s1
    20	7&0	-1.2&-0.1	0.2&0.3	2&-6	3&-2	-2	-2	-3&0
34) Cc1ccc(S(=O)(=O)NCC(=O)OC(C)C(=O)NC2CCCCC2C)cc1C (stereo not drawn)
    2	2	-0.5	-0.1	-2	2	-4	-15	1
35) CCOC(=O)c1ccc(NC(=O)CC(=O)Nc2ccc3nc4n(c(=O)c3c2)CCCCC4)cc1
    .	-7	0.2	0.4	1	-14	-3	.	1
36) COCCCNC(=O)Cc1c(C)c2cc3c(cc2oc1=O)OC(C)(C)CC3
    2	-3	-0.3	0.8	8	-7	-1	-7	2
37) Cc1ccc(S(=O)(=O)n2cnc(C)c2)cc1
    19	-1	0.2	0.5	1	-14	0	-3	5
38) O=C(O)CCCn1cc(NC(=O)c2ccco2)cn1
    1	1	0.3	1.4	4	3	16	11	1
39) Cc1ccccc1NC(=O)COc1ccc(Br)cc1C
    -8	-2	-0.1	0.0	4	9	3	-16	6
40) Cc1nn(CC(=O)NC(=O)NC2CCCC(C)C2C)c(=O)c(C#N)c1C (stereo not drawn)
    -4	-7	-0.3	3.5	-16	9	-3	7	-2

The line under a structure holds: D2 antag	D2 PAM	TRHR agonist	D2 agonist	TRHR enhancer	D1 antagonist	D1 PAM	RXFP1 antag	D1 agonist
41) CC(C)Oc1ccc(/C=C(/NC(=O)c2ccccc2)C(=O)NC(Cc2ccccc2)C(=O)O)cc1 (stereo not drawn)
    8	8	0.1	-0.9	-3	-5	.	0	2
42) CCCc1cc(C(=O)Nc2ccc(C(=O)c3ccccc3)cc2)n(C)n1
    26	6	2.7	0.5	-9	-32*	-12	-18	14
43) COc1cc(NC(=O)c2nc(-c3ccncc3)no2)cc(OC)c1OC
    .	-9	-0.3	0.4	25	-20	0	-13	0
44) O=C(NCc1ccccc1)C(Cc1ccccc1)N1C(=O)C2C3CCC(C3)C2C1=O (stereo not drawn)
    6	28	0.0	0.0	6	-4	-8	-6	-1
45) CCOC(=O)CSc1nnc(CNC(=O)c2ccc(OC)cc2OC)n1C
    .	.	-0.2	.	14	7	0	-2	5
46) CC(=O)c1ccc(NC(=O)CC2Oc3ccc(C)cc3NC2=O)cc1 (stereo not drawn)
    .	10	-0.2	0.2	-1	-3	-1	-25	2
47) O=C(N1CCC(n2nc(-c3ccccc3)oc2=O)CC1)C1(c2ccccc2)CC1
    2	-1	0.2	-0.5	0	-2	-2	-1	6
48) Oc1ccc(/C=N/N2CCN(C3c4ccccc4-c4ccccc43)CC2)c(O)c1
    5	2	0.3	-0.5	1	1	15	?	1
49) Cn1c(=O)n(C)c2cc(N3CCOCC3)c(NS(=O)(=O)c3cccc(C#N)c3)cc21
    .	.	0.4	-0.7	3	6	-5	-7	0
50) COc1ccc(OC)c(CCNC(=O)Cn2ncc3c([nH]c4ccccc43)c2=O)c1
    .	4	-0.8	-0.9	12	4	0	-3	3

The line under a structure holds: D2 antag	D2 PAM	TRHR agonist	D2 agonist	TRHR enhancer	D1 antagonist	D1 PAM	RXFP1 antag	D1 agonist
51) CC(=O)NCC(=O)N[C@@H](CC(=O)OCc1ccccc1)C(=O)OCc1ccccc1
    1	21	0.4	0.0	-1	33	-3	9	2
52) O=C(COc1ccc2c(c1)oc(=O)c1ccccc12)N[C@@H](Cc1c[nH]c2ccccc12)C(=O)O
    -5	0	-0.3	-0.1	18	-4	-1	.	0
53) CCC1CCC(C(=O)NC(CCSC)C(=O)NCCc2ccc(S(N)(=O)=O)cc2)CC1 (stereo not drawn)
    21	1	-0.9	0.7	-6	-8	0	-1	1
54) CC(C)CC(=O)Nc1ccc(C(=O)COc2ccc(-c3nnco3)cc2)cc1
    -8	-1	-0.3	0.8	1	-14	-2	6	4

Some entries already given, limited to TRHR agonist:
entry | mol | TRHR agonist
22 | COCCCNC(=S)NC(=O)c1ccc(C)cc1 | 0.2
23 | COc1ccc(N2C(=O)CC(Sc3ncn[nH]3)C2=O)c(OC)c1 (stereo not drawn) | -1.7
24 | COc1cc(NCCCC(C)N)c2ncccc2c1 (stereo not drawn) | -2.2
25 | Cc1ccc(N2CC(C(=O)Nc3nc4ccc(S(C)(=O)=O)cc4s3)CC2=O)cc1C (stereo not drawn) | -0.1
